HT1080-NT tox = kills 2HG-producing HT-1080-NT fibrosarcoma cells. HT-1080-NT fibrosarcoma viability, CellTiter-Glo ATP luminescence, 48 h. Potency, µM (titrated, usually from 46.1 µM), for the others: top-dose activity, negative = less viability, most hits filed as cytotoxic. hit rate 1.6% among 360,000. AID 686970;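 also: NT is the 2HG producing partner of a matched IDH1 knockdown line; potency is read from the fitted curve at half-maximal effect; 0% = DMSO-treated cells and -100% = media-only wells without cells; nearly all actives have a fitted effect of over 55% in size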
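Luminescent CellTiter-Glo readout after 48 hours of compound exposure at 37 degrees C defined viability of HT-1080-NT cells. Activity was normalized to DMSO wells and cell-free media wells; concentration-response curves were fitted and assigned curve classes.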
IL-1B inflam inh = blocks inflammasome-driven IL-1 beta release. THP-1 LPS/ATP IL-1B secretion, AlphaLISA, 16 h; active compounds read low. activity change, % at 57.5 µM. hit rate 4.7% among 360,000; in the data active = activity change below about -50%; inconclusive = mostly about -30% to -49%; also: % is scaled to controls: 0 for no effect and ±100 for the full control effect
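THP-1 cells pretreated 1 hr with compounds (up to 57.5 uM final), then stimulated with LPS (250 ng/mL final) plus ATP (1.25 mM final); secreted IL-1B measured by AlphaLISA after 16 hr, decreased signal indicating inhibition.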
SW480 rerep = DNA re-replication induction in SW480 cells; SW480 DNA re-replication, Hoechst DNA content imaging, 48 h; Potency, µM (highest dose often 46.1 µM), without a hit: at the top dose re-replication activation, usual class: activators; hit rate 1.8% among 340,000; also: potency is read from the fitted curve at half-maximal effect; % of control where 0% means no effect; nearly all actives have a fitted effect of over 55% in size
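Per well, 250 cells were exposed to pinned compound for 48 hr. Nuclear DNA was visualised with Hoechst (40 min, 37 C) and total object intensity recorded by fluorescence scanning.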
MCF10A rereplic = inducers of DNA re-replication in MCF 10A breast cells | MCF 10A DNA re-replication, Hoechst nuclear intensity, 48 h | hit rate 2.9% among 350,000 | Potency, µM (titrated, usually from 46.1 µM), for the others: at the highest dose activity, positive = re-replication, hits mostly activators | AID 624296; also: potency is read from the fitted curve at half-maximal effect; % of control where 0% means no effect; nearly all actives have a fitted effect of over 50% in size
KB-3-1 cytotox = KB-3-1 parental cell cytotoxicity; hit rate 1.4% among 400,000; KB-3-1 viability, CellTiter-Glo ATP luminescence, 72 h; Potency, µM (highest dose often 46.1 µM), for inactives: at the top dose activity change, negative = cytotoxic, most hits filed as cytotoxic; also: potency is read from the fitted curve at half-maximal effect; % is scaled to controls: 0 for no effect and ±100 for the full control effect; nearly all actives have a fitted effect of over 60% in size
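Luminescent ATP read-out (CellTiter-Glo) measures survival of drug-naive KB-3-1 cells after 72 h compound exposure at 37 °C. Titration series was screened from lowest to highest concentration, with DMSO vehicle plates as background controls.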
WRN inhibitor = blocks human WRN helicase | Q14191 | WRN helicase unwinding, fluorescent forked duplex, kinetic | Potency, µM (top dose mostly 114 µM), for the others: at the top dose activity change, negative = inhibition, actives largely listed as inhibitors | hit rate 0.46% among 360,000; also: potency is read from the fitted curve at half-maximal effect; % is scaled to controls: 0 for no effect and ±100 for the full control effect; nearly all actives have a fitted effect of over 55% in size
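Kinetic red-fluorescence monitoring (525/598 nm) tracks WRN helicase activity after 100 nM fluorophore-quencher forked duplex and 2 mM ATP are added to 20 nM enzyme pretreated 15 min at room temperature with compound.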
ATXN2 expr inh = reduces ATXN2 reporter expression in HEK-293 cells | Potency, µM (titrated, usually from 57 µM), for the others: top-dose activity change, negative = inhibition, usual class: inhibitors | hit rate 0.72% among 360,000 | AID 1745845 | HEK-293 ATXN2-luciferase reporter, luminescence, 24 h; also: potency is read from the fitted curve at half-maximal effect; % is scaled to controls: 0 for no effect and ±100 for the full control effect; nearly all actives have a fitted effect of over 55% in size
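ATXN2-luciferase reporter cells (luciferase flanked by upstream and downstream ATXN2 gene portions) were treated 24 h at 37 °C with compounds at up to 57 uM. SteadyGlo luminescence gave expression; GF-AFC fluorescence gave viability.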
KB-V1 cytotox = kills drug-selected multidrug resistant KB-V1 cells; KB-V1 MDR cells viability, CellTiter-Glo, 72 h; hit rate 3.4% among 400,000; AID 1347076; Potency, µM (series often up to 46.1 µM), without a hit: at the highest dose activity change, negative = cytotoxicity, most hits filed as cytotoxic; also: potency is read from the fitted curve at half-maximal effect; % is scaled to controls: 0 for no effect and ±100 for the full control effect; nearly all actives have a fitted effect of over 60% in size
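KB-V1, DMEM (no phenol red) + 10% FBS; cpd pin-transferred, titration series; 72 h, 37 degrees C; CellTiter-Glo, luminescence. Data normalized, curve-fit.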
HT1080 IDH1KD tx = toxicity to HT-1080 IDH1 knockdown cells (counter line); HT-1080 IDH1 knockdown viability, ATP luminescence, 48 h; Potency, µM (series often up to 46.1 µM), for inactives: at the highest dose activity, negative = toxicity, usual class: cytotoxic; hit rate 2% among 360,000; AID 686971;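 also: potency is read from the fitted curve at half-maximal effect; 0% = DMSO wells and -100% = cell-free medium wells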
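Using the IDH1-knockdown HT-1080 line run in the same batch and compound series as the NT line, viability after 48 h at 37 °C was determined by CellTiter-Glo luminescence and expressed as % activity.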
Starred values were filed as active, the others as inactive; i = inactive; ? = inconclusive; / = not tested or not shown; & = joins results of further samples; [ ] = remark or other dose. Unless noted, calls follow the shape of the dose curve; as a rule, active = well fitted curve in the direction sought with a large enough effect; inconclusive = small, poorly fitted or top-dose-only effect, or another doubt; inactive = no such curve, though single readings can be large; an effect the other way counts as inactive or inconclusive.

SMILES	HT1080-NT tox	IL-1B inflam inh	SW480 rerep	MCF10A rereplic	KB-3-1 cytotox	WRN inhibitor	ATXN2 expr inh	KB-V1 cytotox	HT1080 IDH1KD tx
O=C(COc1ccc(Br)cc1)OCC(=O)c1ccc[nH]1	2%	-8	/	/	-1%	-10%	/	?	0%
O=C(N/C(=C/c1ccc(Br)cc1)C(=O)N1CCCC1)c1ccccc1F	-6%	-15	-4%	-3%	-1%	-21%	-8%	0%	-9%
CCNC(=S)N/N=C(\C)c1ccc2ccccc2c1OC(F)F	-19%	32	?	1%	-7%	-7%	?	-4%	-17%
COc1cc(S(=O)(=O)N2CCCCCC2)ccc1-n1cnnn1	-1%	26	-8%	-16%	13%	-6%	2%	4%	0%
CCc1ccc(NC(=O)c2ccc3nc(N)sc3c2)cc1	-8%	2	1%	-6%	-17%	-26%[57.1 µM]	47%[activator]	-11%	-7%
Cc1cccc(OCC(=O)NN2C(=O)C3C4C=CC(O4)C3C2=O)c1 (stereo not drawn)	5%	16	-2%	5%	1%	1%	4%	0%	7%
N#CC1=C2SCC(O)(c3ccccc3)N2C(=O)CC1c1cccs1 (stereo not drawn)	0.63µM*	?	7.3µM*	1.3µM*	0.73µM*	-14%	34%	0.58µM*	0.35µM*
CCOc1ccc(-n2c(SCC(N)=O)nc3c([nH]c4ccccc43)c2=O)cc1	-13%	52	-8%	0%	-18%	-8%	7%	-8%	?
CC(NC(=O)COC(=O)c1cccs1)c1ccccc1 (stereo not drawn)	-10%	-4	1%	4%	-2%	-11%	-23%	-2%	-4%
CN(C)c1cccc(NC(=O)C2(C)Cc3c(-c4cccnc4)ccnc3O2)c1 (stereo not drawn)	0%	-11	/	/	0%	2%	-7%	-2%	-8%
CN(C(=O)CN1CCC(NC(=O)C2CCCCC2)CC1)C1CCCCC1	4%	3	-11%	27%	0%	-4%	0%	-28%	10%
COc1cccc(NC(=O)CN(C)C(=O)Cn2[nH]c(=O)c3ccccc3c2=O)c1	-6%	27	-9%	-3%	25%	-2%	1%	-2%	-12%
O=C(O)CCCn1cc(NC(=O)COc2ccc(F)cc2F)cn1	-3%	3	-9%	0%	-3%	-19%	-8%	-3%	11%
Cc1ccc(CNC(=O)CNS(=O)(=O)c2ccc3nc(C)sc3c2)cc1	3%	18	16%	-2%	-9%	-2%	-10%[11.3 µM]	21%	10%
CCOC(=O)Cc1nc2cc(Cl)ccc2o1	10%	54	-5%	?	13%	5%	-6%	-2%	0%
CC(C)n1cc(C(=O)NC2CC(C)(C)Cc3c2cnn3-c2ccccc2)cn1 (stereo not drawn)	8%	11	0%	-2%	1%	5%	0%	-14%	14%
CC(=O)Nc1ccc(NC(=O)C(C)OC(=O)C2(c3ccccc3F)CCCC2)cc1 (stereo not drawn)	4%[9.24 µM]	61	-19%	6%	-20%	5%	-5%	-2%	-26%
CC(=O)c1ccc(NC(=O)COC(=O)C2CCN(S(=O)(=O)c3cccs3)CC2)cc1	-10%	12	-2%	2%	16%	-31%	14%	13%	-1%
CC(C)(C)c1ccc(-c2nnc(N)o2)cc1	16%	/	145%	2%	9%	-2%	67%[activator]	-2%	10%
C#CCOCCOCCOCCNc1nc(N2CCN(C(=O)[C@H](CCCN=C(N)N)n3cc(C(N)[C@H](C)CC)nn3)CC2)nc(N2CCN(C(=O)[C@H](CC(N)=O)n3cc(C(N)[C@@H](C)CC)nn3)CC2)n1 (stereo partly drawn)	2%	-2	-7%	7%	0%	-3%	-2%	6%	-1%
N#Cc1c(-c2cccnc2)c2c([nH]c1=O)-c1ccccc1OC2	16%	35	2.6µM*	15µM*	1%	-4%	/	18%	10%
O=C(NCCCl)Nc1ccccc1OCCOc1ccccc1NC(=O)NCCCl	-15%	-8	0%	0%	-21%	-13%	-20%	-29%	-16%
COC(=O)c1ccc(Cc2ccccc2)o1	-1%	-6	-6%	-6%	2%	-28%	25%	-6%	-9%
COc1ccc2[nH]c(C(=O)O)c(CCC(=O)O)c2c1	9%	19	-2%	1%	8%	1%	2%	19%	10%
COc1cc(C)c(NC(=O)c2cc(C3CC3)nc3c2cnn3C(C)C)cc1OC	0%	-13	-3%	?	?	2%	-22%	?	-17%
CN(CCc1cnn(C)c1)Cc1cn(C)nc1-c1ccc2c(c1)OCCO2	4%	26	1%	0%	7%	1%	-4%	-4%	-1%
COc1ccc(Cl)cc1NC(=O)CSc1nc(C)cc(C)n1	-18%	15	?	0%	-6%	-3%	/	-9%	4%
O=C(Cn1c(=O)oc2cc(S(=O)(=O)N3CCCC3)ccc21)N1CCN(c2ccccn2)CC1	-3%	6	-2%	0%	-6%	10%	-14%	?	-1%
Cc1ccc(-c2cc(C(=O)N3CCOCC3)no2)cc1	19%	-29	-3%	0%	-5%	-3%	?	-17%	17%
CCC(C)[C@H]1CN=C(N)N1CCc1cc(C(F)(F)F)cc(C(F)(F)F)c1 (stereo partly drawn)	-2%	?	1%	1%	?	13%	?	-7%	1%
Cc1noc(C)c1COc1cccc(C(=O)OCC(=O)NCCN2C(=O)CSC2=O)c1	-1%	51	-5%	?	12%	-5%	-18%	1%	9%
CCCOP(=O)(c1ccc(N(C)C)cc1)C(O)c1ccc(Br)cc1 (stereo not drawn)	0%	-6	-4%	-4%	-9%	6%	-33%	-29%	1%
CC(=O)Nc1ccc(S(=O)(=O)NC(CC(=O)NCCc2ccccc2)C(C)C)cc1 (stereo not drawn)	0%	19	5%	6%	2%	-8%	67%[activator]	2%	3%
CSc1ccc(CN(C)CC(=O)NC(C)c2ccccc2)cc1 (stereo not drawn)	-11%	?	0%	0%	-21%	-7%	-18%	-30%	0%
O=C(NCc1ccc(Cl)cc1)c1cc(-c2cccs2)on1	-3%	16	-4%	0%	11%	-2%	-6%	7%	-5%
C/C(CC(=O)Nc1ccc(N(C)C)cc1)=N\NC(=O)Cc1csc(N)n1	5%	0	9%	0%	14%	?	6%	-8%	-12%
Nc1ccn([C@@H]2O[C@H](C(=O)N3CCSC3)[C@@H](O)[C@H]2O)c(=O)n1	?	19	/	/	0%	-2%	2%	20%	6%
Cc1ccc(C)c(S(=O)(=O)N2CCCOC2CNC(=O)C(=O)NCc2ccccn2)c1 (stereo not drawn)	-1%	1	1%	0%	8%	-35%	3%	?	-5%
N#Cc1ccccc1S(=O)(=O)N1CCN(c2nc(-c3cccnc3)nc3ccccc23)CC1	-17%	-6	-28%	?	4%	-13%	-4%	-27%	-16%
CCn1c(NCc2ccco2)nc2c1c(=O)n(C)c(=O)n2C	-1%	-4	-15%	-2%	-11%	4%	4%	?	4%
CC1(C)CC2(C)Nc3ccccc3N2C(=S)N1 (stereo not drawn)	11%	0	3%	?	2%	0%	6%	-6%	8%
O=C(/C=C/c1cccc(F)c1)N1CCN(c2ccccn2)CC1	2%	32	12%	-12%	-4%	-11%	9%	5%	-8%
C=C(C)CN(CC)C(=O)CSc1ccc(S(=O)(=O)N2CCN(Cc3ccccc3)CC2)cn1	-7%	3	0%	?	/	-25%	-13%	/	-15%
COc1cccc(N2CCN(C(=O)C3CCC(=O)N(C4CCCCCC4)C3)CC2)c1 (stereo not drawn)	-13%	i	?	?	-18%	-31%	5%	?	-9%
C=CCN(C(=O)COc1ccccc1)c1nnc(-c2ccncc2)s1	5%	2	-2%	2%	10%	1%	11%	6%	6%
Cc1cc(NC(=O)COc2cccc(C)c2C)no1	1%	9	-2%	0%	18%	0%	34%[activator]	5%	4%
COc1ccccc1NC(=O)COc1ccccc1C(=O)Nc1ccccc1	-5%	?	-3%	14%	17%&-2%	-34%	?	-25%&0%	-26%
O=C(COc1ccc(S(=O)(=O)N2CCOCC2)cc1)N1CCOCC1	6%	-6	1%	5%	/	-33%	7%	/	5%
CCn1c(SCC(=O)Nc2ccc(OC)c(S(=O)(=O)N3CCCCC3)c2)nnc1C1CC1	0%	-12	1%	-1%	10%	-5%	7%	0%	1%
CC(=O)c1ccccc1OCC(O)Cn1ccnc1 (stereo not drawn)	1%	26	-16%	-5%	12%	5%	9%	0%	6%
Cc1cc(C)c2c(NC(=O)CCl)nn(C)c2n1	?	-98*	?	26%	-51%	0%	-4%[11.3 µM]	-14%	?
CC(C)CCSc1ncnc2c1oc1nc3c(cc12)COC(C)(C)C3	?	7	-7%	5.8µM*	-20%	5%	-8%	-2%	-1%
CCCCNC(=O)C1CCC(CNc2c(N3CCC(C)CC3)c(=O)c2=O)CC1 (stereo not drawn)	2%	-11	-4%	-4%	-1%	11%	17%	-9%	0%
Cc1noc(C(F)(F)F)c1C(=O)NNC(=O)c1cccc(C(F)(F)F)c1	-12%	16	-8%	-1%	-3%	0%	/	10%	0%
CC(=O)Cn1cnc2sc(-c3ccccc3)cc2c1=O	-6%	-17	-8%	6%	-4%	-4%	39%[activator]	-28%	-3%
CC1(C)CC(NCc2ccncc2)CC(C)(C)N1	0%	-1	-7%	-10%	13%	17%	-30%	-14%	-11%

Screening data: PubChem, National Center for Advancing Translational Sciences (NCATS)
